# Screening data from PubChem BioAssay.
# TEAD-YAP block – TEAD-YAP interaction inhibition; inhibition, % at 9.12 µM; 640,000 tested, 1.4% active; AID 1259422; HEK-TIYL cells, TEAD-Gal4/YAP UAS-luciferase luminescence; in the data active = inhibition above about 32%;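 also: 0% = median of test compound wells and 100% = reference inhibitor wells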
# GPR151 ag – activates the human receptor GPR151. Q8TDV0. PathHunter beta-arrestin GPR151 cells, luminescence. activation, % at 11.2 µM. 650,000 tested, 1% active. AID 1508602; in the data active = activation above about 4.9%;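 also: 0% = median of compound wells and 100% = cells with positive control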
# MITF inh – human MITF inhibition, primary screen | 650,000 tested, 0.91% active | AlphaScreen MITF homodimerization, bead proximity signal | O75030 | inhibition, % at 2.6 µM; in the data active = inhibition above about 50%;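 also: 0% = vehicle wells with protein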
# FBW7 activator – human FBW7 E3 ligase activation, primary screen; 650,000 tested, 0.13% active; normalized activity (activation), % at 26.1 µM; AID 1259310; Q969H0; AlphaScreen FBW7–phospho-cyclin E peptide binding, activator screen; in the data active = normalized activity above about 1.9%;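 also: purified mutant Fbw7 with reduced substrate affinity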
# Target sequence (Q969H0 whole entry, looked up): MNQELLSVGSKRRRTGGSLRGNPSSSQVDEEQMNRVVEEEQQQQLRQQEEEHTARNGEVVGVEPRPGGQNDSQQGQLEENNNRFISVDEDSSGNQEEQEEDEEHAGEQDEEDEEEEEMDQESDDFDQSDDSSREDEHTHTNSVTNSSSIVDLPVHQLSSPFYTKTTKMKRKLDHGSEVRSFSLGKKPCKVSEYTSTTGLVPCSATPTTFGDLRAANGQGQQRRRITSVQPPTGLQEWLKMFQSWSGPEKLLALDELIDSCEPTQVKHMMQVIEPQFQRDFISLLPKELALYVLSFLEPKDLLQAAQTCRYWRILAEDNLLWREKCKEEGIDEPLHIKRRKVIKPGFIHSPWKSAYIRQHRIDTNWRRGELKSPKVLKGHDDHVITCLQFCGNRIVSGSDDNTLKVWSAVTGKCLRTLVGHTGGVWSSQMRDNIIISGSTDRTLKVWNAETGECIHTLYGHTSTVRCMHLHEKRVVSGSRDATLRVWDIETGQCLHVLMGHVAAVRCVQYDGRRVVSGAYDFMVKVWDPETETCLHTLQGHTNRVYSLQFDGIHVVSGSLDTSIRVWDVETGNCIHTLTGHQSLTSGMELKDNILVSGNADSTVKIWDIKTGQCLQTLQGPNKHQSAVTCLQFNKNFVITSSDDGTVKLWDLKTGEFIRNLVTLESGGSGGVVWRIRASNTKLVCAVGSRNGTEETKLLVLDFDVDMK
# An asterisk follows results filed as active; . = no result given; & = joins results of further samples.
SMILES,TEAD-YAP block,GPR151 ag,MITF inh,FBW7 activator
CCC1=NN2C(=N)/C(=C/c3ccc(OCCOc4cc(C)ccc4C)c(OC)c3)C(=O)N=C2S1,22,-0.7,7,-0.1
CCC(CO)NCc1ccc(OCC(N)=O)cc1 (stereo unspecified),13,-0.5,0,0.3
Cc1ccc(NS(=O)(=O)c2ccccc2F)cc1C,-15,-2.8,11,1.1
CS(=O)(=O)c1ccc2nc(NC(=O)c3ccc([N+](=O)[O-])cc3Cl)sc2c1,13,1.1,-7,-0.3
COc1ccc(CSc2nc3sc4c(c3c(=O)n2-c2ccccc2)CCN(C)C4)cc1,-11,0.6,-14,0.1
Cn1c(SCC(=O)Nc2ccc(C(F)(F)F)cc2)nc2c(c1=O)SCC2,-15,0.1,-6,-0.1
Cc1cc2nnc(SCC(N)=O)n2c(N)n1,-1,0.7,-2,0.1
Cn1c(SCC(=O)Nc2cc(=O)n(C)c(=O)n2C)nnc1C12CC3CC(CC(C3)C1)C2,5,0.8,8,0.3
COc1ccc(CNC(=O)Nc2ccc(C)cc2)cc1,-8,0.1,12,0.8
O=C(CCOc1ccccc1F)OCC(=O)c1ccc(Br)s1,8,2.7,-14,0.1
CCCCCCCCC(=O)N/N=C(\C)c1ccco1,2,0.6,4,0.1
COc1cccc(CN2CCc3nc(N4CCOCC4)[nH]c(=O)c3C2)c1,-3,-0.4,0,-0.1
S=C(NCC1CCCO1)Nc1ccc(Cl)cc1 (stereo unspecified),-10,-0.5,-12,-0.1
C=CCn1c(SCC(=O)C(C)(C)C)nnc1-c1ccco1,5,-2.1,1,0.3
O=C(Cn1cc([N+](=O)[O-])cn1)Nc1ccc(-c2noc(-c3ccccc3)n2)cc1,-14,-1.0,-2,-0.2
Cc1cc(C)nc(/N=C(/NC(=O)NC2CCCCC2)Nc2ccc(F)c(Cl)c2)n1,2,1.5,11,0.0
O=C1CCCC2=C1C(c1cc([N+](=O)[O-])ccc1O)C1=C(N2)c2ccccc2C1=O (stereo unspecified),23,-0.8,14,-0.2
COc1ccccc1C(C(=O)NC(C)(C)C)N(C(=O)c1csnn1)c1ccccc1F (stereo unspecified),0,0.9,-9,-0.1
Nc1cc(N)cc(Sc2ccccc2)c1,-12,0.6,25,0.1
C(=N\n1cnnc1)/c1ccc(OCc2cccc3ccccc23)cc1,-53,-1.1,-8,0.1
N#Cc1nc(COc2ccccc2Cl)oc1NCc1cccnc1,-3,-0.4,-10,0.0
C/C(CCN1CCCc2nc(C)c(C)cc21)=N\OC[C@@H](O)[C@H]1O[C@@H]2OC(C)(C)O[C@@H]2[C@H]1O,.,-1.8,15,-0.1
Cc1cc(-c2cccs2)c2c(n1)sc1c(=O)[nH]c(=O)[nH]c12,-4,-0.2,-17,-0.4
Cc1cn(C(=O)CN2C(=O)c3ccccc3C2=O)c(C)n1,7,3.9,-6,0.1
Nc1nc(NC2CCN(Cc3ccccc3)CC2)cc(N2CCN(Cc3ccc4c(c3)OCO4)CC2)n1,1,2.0,8,-0.1
COC(=O)c1cc(-c2cccc([N+](=O)[O-])c2)c2c(=O)[nH]c(=O)n(C)c2n1,-1,1.5,9,0.7
CCC(C)(C(=O)NC1CCCCC1)N(Cc1cccs1)C(C)=O (stereo unspecified),4,-1.2,-8,-0.1
CCSc1nnc(NC(=O)C(Cc2ccccc2)n2cccc2)s1 (stereo unspecified),3,-0.3,12,0.2
COc1cc(SC)ccc1C(=O)OCC(=O)c1ccc(Cl)s1,10,-1.4,14,0.1
CC(C)N(C(=O)NC(=O)NC1CCCCC1)S(C)(=O)=O,-18,-0.2,-10,0.0
COC(=O)C(C)Oc1ccc2cc(-c3ccccc3)c(=O)oc2c1 (stereo unspecified),4,-6.3,-1,0.4
N#Cc1c2n(c(=S)n(-c3ccccn3)c1=O)CCCCC2,-10,1.3,6,0.1
O=C1CCCCN1CCNCc1c(C(=O)N2CCCCCCC2)nc2ccc(Cl)cn12,-6,-0.1,16,0.2
CC(C)[C@@H](CO)Nc1ccc2ncc(-c3ccc(CO)cc3)n2n1,43*,0.7,8,0.3
CC(C)CNC(=O)Cn1[nH]c(=O)c2ccccc2c1=O,-6,-1.0,-4,0.1
CC(C)n1c(Nc2ccncc2)nc2c(Nc3ccccc3)ncnc21,-42,-2.3,-5,0.1
Fc1ccc(CN2CCN(Cc3ccco3)CC2)cc1,4,-0.5,70*,0.2
Cc1c(Br)cc(C(=O)O)c(C)c1C,5,1.7,0,-0.1
CCC(C)C(=O)NCc1nnc2n1CCN(Cc1cc3ccccc3s1)CC2 (stereo unspecified),7,0.3,9,0.2
Cc1nc2c(-c3ccc(F)cc3)c(C)nn2c(C)c1CCC(=O)N1CCCC1,-3,1.3,16,0.0
N#C/C(=C\Nc1ccccn1)c1nc(-c2cc3c(ccc4ccccc43)oc2=O)cs1,15,2.0,3,0.1
O=C(NCc1ccco1)/C(=C/c1ccco1)NC(=O)c1cccc(Br)c1,7,1.6,-7,-0.2
C=CCOC(=O)/C(=C\c1ccc(OC)cc1)NC(=O)c1cccc(Br)c1,3,-0.3,-2,0.0
CC1=CC(C)(C)N(C(=O)c2cccs2)c2ccc(OC(=O)c3cccs3)cc21,-9,0.6,8,0.0
N#C/C(=C/c1ccc(Cl)cc1)C(=O)Nc1ccc(O)cc1,-2,-0.3,-9,-0.1
CC1CCc2nn(CC(=O)NCCCN3CCCC3=O)cc2C1 (stereo unspecified),-9,0.3,-3,-0.1
O=C(N/N=C/c1ccccc1F)C(=O)Nc1cccc(C(F)(F)F)c1,-4,0.1,7,-0.1
C=C(C)c1cccc(C(C)(C)NC(=O)NC2CC(C)(C)NC(C)(C)C2)c1,-11,2.4,30,0.1
COCCOC(=O)c1c(C)oc2ccc(NS(=O)(=O)c3ccccc3)cc12,-5,-2.5,7,-0.2
Cc1nccn1CCNC(=O)c1ccc(F)c(F)c1,8,9.9*,-5,0.1
CC(C)(C)C(=O)C(Oc1ccc(Cl)cc1)n1ccnc1 (stereo unspecified),1,-1.8,5,0.2
Cc1ccc2nc(NC(=O)CSc3nc(C)cc(C)n3)sc2c1,-5,-0.3,3,-0.1
Cc1ccc(-c2nc3ncccc3o2)cc1NC(=O)c1ccccc1[N+](=O)[O-],7,-0.6,9,0.3
O=S(=O)(Cc1cccc(F)c1)NCC(c1ccco1)N1CCOCC1 (stereo unspecified),4,0.5,-11,0.8
COCCNC(=O)[C@@H]1C[C@@H](NCc2ccc(OC)c(C)c2)CN1Cc1ccccc1Cl,-6,1.1,-16,0.0
CCOC(=O)/C(C#N)=C/c1cc2ccccc2nc1N1CCCCC1,-4,0.3,1,0.0
N/C(=N\NC(=O)c1cccnc1)c1nonc1N,-2,-0.2,12,0.1
COCCNc1cc(C)c(C#N)c2nc3ccccc3n12,0,-0.3,8,0.0
CCOC(=O)c1cc(NC(=O)N(CC)CC)c(C)nc1C,17,-0.3,-10,-0.1
CCc1ccc(NC(=O)c2ccc(F)c(S(=O)(=O)N3CCC(C)CC3)c2)cc1,8,-0.6,17,0.2

# Remaining list, next part:
SMILES,TEAD-YAP block,GPR151 ag,MITF inh,FBW7 activator
Cc1cc(C)cc(OCC(=O)N/N=C/c2ccc([N+](=O)[O-])o2)c1,3,-0.8,9,0.2
Cn1c(CCNC(=O)c2ccco2)nc2cc(NC(=O)NC3CCCCC3)ccc21,-21,-0.1,19,0.0
OCc1ccccc1CN1CCCC1,-3,-0.9,6,1.1
CC(=O)c1cccc(-c2cnn3c(N4CCOCC4)ccnc23)c1,5,-1.4,-6,0.1
CC(C)CCN1C(=O)CCc2cc(NC(=O)C3CCCCC3)ccc21,0,0.0,-2,0.0
COc1ccc(C(Nc2ccc([N+](=O)[O-])cc2)P(=O)(OC)OC)cc1 (stereo unspecified),-5,1.1,-14,0.1
COCCCn1c(SCC(=O)NC(C)(C)C)nnc1-c1cccs1,-5,-0.5,1,0.2
CC(=O)c1ccc(S(=O)(=O)N2CCC3(CC2)CC(=O)c2ccccc2O3)cc1,11,0.4,10,0.1
Cc1csc(SCc2nc3ccc([N+](=O)[O-])cc3[nH]2)n1,-17,1.1,-2,-0.2
Cn1cc(C(=O)OCC2CCN(CCNS(C)(=O)=O)CC2)c2ccccc21,1,1.4&3.2,0&5,0.1&0.1
Cc1ccc(-c2c(C(=O)Nc3ccccc3Oc3ccccc3C(C)(C)C)oc(=O)c3ccccc23)cc1,4,0.3,-4,-0.1
O=C(Nc1ccc(S(=O)(=O)NC2CCCCC2)cc1)C1CCCCC1,-3,-0.6,1,0.1
c1cnc2c(-c3cnc4c(NCC5CC5)nccn34)cccc2c1,0,0.1,17,0.7
CCOC(=O)/C(C#N)=C/c1c(Oc2cccc(C)c2)nc2ccccn2c1=O,3,0.3,-2,0.2
CCn1c(SCC(=O)Nc2nn(-c3ccccc3)nc2C(N)=O)nc2c1c(=O)n(C)c(=O)n2C,-2,-0.6,1,-0.1
Cn1c(NNC(=O)c2ccccc2[N+](=O)[O-])cc(=O)n(C)c1=O,3,1.2,-1,0.0
CC(C)N(CCNc1nc(Nc2nccc3ccccc23)nc2c1ncn2Cc1ccc(C(F)(F)F)cc1)C(C)C,-10,-0.5,-8,-0.1
CC(C)(C)NS(=O)(=O)c1ccccc1,3,-0.5,7,0.0
CCOc1ccc(NC(=O)CC2C(=O)N(c3ccccc3)C(=O)N2CCOC)cc1 (stereo unspecified),4,-0.6,17,0.2
N#Cc1cccc(NC(=S)NC(=O)c2cccc([N+](=O)[O-])c2)c1,-9,2.0,-1,-0.1
CCN(CC)S(=O)(=O)c1cc(C(=O)n2nnc3ccccc32)ccc1Cl,-4,0.5,3,0.0
O=C([C@@H](O)c1ccc(Br)cc1)N1CCC(Nc2ccc3[nH]ncc3c2)CC1,4,-0.1,6,-0.1
CCn1cc(CN[C@H]2C[C@H]3C(=O)N[C@@H](Cc4ccc(Cl)cc4)C(=O)N3C2)c(C)n1,1,0.8,-4,-0.2
CC(=O)C(Sc1nc(-c2ccc(F)cc2)nc2c1c(=O)n(C)c(=O)n2C)C(C)=O,0,-0.6,23,0.1
Cc1ccccc1C1(CC(=O)N2CCCCC2)CC(=O)N(CCN(C)C)C1=O (stereo unspecified),-1,0.0,6,0.2
CCN1C(=O)C(CC(=O)Nc2ccc(OC)cc2)N(Cc2ccc3c(c2)OCO3)C1=S (stereo unspecified),7,-0.2,-14,0.0
Cc1cc(C)nc(SCCC(=O)OCN2C(=O)c3ccccc3C2=O)n1,3,-0.3,13,0.0
O=c1oc2ccccc2cc1-c1nnc(NCc2ccc3c(c2)OCO3)s1,6,0.1,3,0.0
COc1ccccc1CN1CCN2C(=O)[C@@H]3C[C@@H](O)CN3C(=O)[C@H]2C1,5,0.1,19,0.6
Cc1[nH]c2ccccc2c1C(=O)C(=O)NCc1ccccc1,9,0.1,17,0.5
O=C(NC1CCCc2ccccc21)c1ccc2nccnc2c1 (stereo unspecified),-6,-0.3,2,-0.1
O=C1CCCN1CCCC(=O)N1CCC(c2ccnc3nc(C(F)(F)F)nn23)CC1,3,2.8,9,0.0
CC1(C)Cc2ccccc2-c2nc3n(c(=O)c21)CCCS3,-3,-1.3,27,0.5
O=C(c1ccc2c(c1)N(Cc1ccccc1)C(=O)c1ccccc1S2=O)N1CCCCC1 (stereo unspecified),-10,-0.6,14,0.9
CCN1C(=O)c2cccc3c(S(=O)(=O)N4CC(C)OC(C)C4)ccc1c23 (stereo unspecified),5,-0.1,4,0.3
CC1=C(C(=O)OC(C)C)C(c2ccc(F)cc2)NC(=S)N1 (stereo unspecified),7,2.3,5,-0.2
COc1ccc(C2Nc3ccccc3C(=O)N2c2ccc(F)c(Cl)c2)cc1 (stereo unspecified),-16,-4.2,-4,0.0
COc1ccc(C)cc1N(CC(=O)N(C)Cc1ccccc1)S(=O)(=O)c1ccccc1,-3,-0.5,-16,-0.8
CC/C(=N\NC(=O)Cc1cccn1C)c1ccc(O)cc1,9,-1.3,19,1.2
CCc1cc2c(cc3c(=O)n(CC(=O)NC(C)CC)nc(CC)n32)s1 (stereo unspecified),10,0.7,1,0.4

# Gathered by group: the compounds so far with a Cl atom (twelve)
SMILES,TEAD-YAP block,GPR151 ag,MITF inh,FBW7 activator
CS(=O)(=O)c1ccc2nc(NC(=O)c3ccc([N+](=O)[O-])cc3Cl)sc2c1,13,1.1,-7,-0.3
S=C(NCC1CCCO1)Nc1ccc(Cl)cc1 (stereo unspecified),-10,-0.5,-12,-0.1
Cc1cc(C)nc(/N=C(/NC(=O)NC2CCCCC2)Nc2ccc(F)c(Cl)c2)n1,2,1.5,11,0.0
N#Cc1nc(COc2ccccc2Cl)oc1NCc1cccnc1,-3,-0.4,-10,0.0
COc1cc(SC)ccc1C(=O)OCC(=O)c1ccc(Cl)s1,10,-1.4,14,0.1
O=C1CCCCN1CCNCc1c(C(=O)N2CCCCCCC2)nc2ccc(Cl)cn12,-6,-0.1,16,0.2
N#C/C(=C/c1ccc(Cl)cc1)C(=O)Nc1ccc(O)cc1,-2,-0.3,-9,-0.1
CC(C)(C)C(=O)C(Oc1ccc(Cl)cc1)n1ccnc1 (stereo unspecified),1,-1.8,5,0.2
COCCNC(=O)[C@@H]1C[C@@H](NCc2ccc(OC)c(C)c2)CN1Cc1ccccc1Cl,-6,1.1,-16,0.0
CCN(CC)S(=O)(=O)c1cc(C(=O)n2nnc3ccccc32)ccc1Cl,-4,0.5,3,0.0
CCn1cc(CN[C@H]2C[C@H]3C(=O)N[C@@H](Cc4ccc(Cl)cc4)C(=O)N3C2)c(C)n1,1,0.8,-4,-0.2
COc1ccc(C2Nc3ccccc3C(=O)N2c2ccc(F)c(Cl)c2)cc1 (stereo unspecified),-16,-4.2,-4,0.0
